Compound activity (PubChem)
MRP reversal: reversal of MRP1-mediated doxorubicin resistance, primary screen, H69AR cells, doxorubicin co-treatment; H69AR cells + 2 uM doxorubicin, CellTiter-Glo, 72 h; differential viability (reversal), % at 10 µM; 85,000 compounds, 0.04% hits; AID 602, 2007;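 active means viability drop by adding the cancer drug above about 55%, with treated viability meeting a 40% cutoff, limit read from the data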;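 further: viability without doxorubicin minus viability with 2 µM doxorubicin for each compound; larger differential means the compound sensitizes cells more to doxorubicin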
MRP reversal cytotoxicity: further read-out of MRP reversal, marked with its call; viability, %; H69AR cells, CellTiter-Glo, 72 h; measured here: cytotoxicity without doxorubicin
MRP reversal with doxorubicin: also measured in MRP reversal; calls as there; viability, %; measured here: viability with 2 uM doxorubicin; hits give low values
* = called active by the depositor.

How did Oc1ccc(/C=C/c2cc(O)cc(O)c2)cc1 do in these assays?
MRP reversal: -18; MRP reversal cytotoxicity: 53; MRP reversal with doxorubicin: 70

How did C[C@]12CCC(=O)C=C1CC[C@@H]1[C@@H]2CC[C@@]2(C)[C@H]1CC[C@]2(O)C(=O)CO do in these assays?
MRP reversal: -7; MRP reversal cytotoxicity: 68; MRP reversal with doxorubicin: 75

How did CCC(C)n1ncn(-c2ccc(N3CCN(c4ccc(OCC5COC(Cn6cncn6)(c6ccc(Cl)cc6Cl)O5)cc4)CC3)cc2)c1=O (centres undefined) do in these assays?
MRP reversal: -14; MRP reversal cytotoxicity: 62; MRP reversal with doxorubicin: 76

What do the screens show for `Cc1nc2ccccn2c(=O)c1CCN1CCC(C(=O)c2ccc(F)cc2)CC1`?
MRP reversal: 4; MRP reversal cytotoxicity: 89; MRP reversal with doxorubicin: 85

Results for O=S(=O)(c1cccc2cnccc12)N1CCCNCC1 ?
MRP reversal: 12; MRP reversal cytotoxicity: 94; MRP reversal with doxorubicin: 83

How did CN(C)CCOC(C)(c1ccccc1)c1ccccn1 (centres undefined) do in these assays?
MRP reversal: 0; MRP reversal cytotoxicity: 97; MRP reversal with doxorubicin: 98

How did OCCN1CCN(CCCN2c3ccccc3Sc3ccc(Cl)cc32)CC1 do in these assays?
MRP reversal: 1; MRP reversal cytotoxicity: 1; MRP reversal with doxorubicin: 1

Results for CCN(CC)CCNC(=O)c1cc(Cl)c(N)cc1OC ?
MRP reversal: 3; MRP reversal cytotoxicity: 94; MRP reversal with doxorubicin: 91

Of the compounds above, these have sulfur.
Results for O=S(=O)(c1cccc2cnccc12)N1CCCNCC1 ?
MRP reversal: 12; MRP reversal cytotoxicity: 94; MRP reversal with doxorubicin: 83

How did OCCN1CCN(CCCN2c3ccccc3Sc3ccc(Cl)cc32)CC1 do in these assays?
MRP reversal: 1; MRP reversal cytotoxicity: 1; MRP reversal with doxorubicin: 1

Reprinted at random: 2 compounds from above, in no set order.
How did C[C@]12CCC(=O)C=C1CC[C@@H]1[C@@H]2CC[C@@]2(C)[C@H]1CC[C@]2(O)C(=O)CO do in these assays?
MRP reversal: -7; MRP reversal cytotoxicity: 68; MRP reversal with doxorubicin: 75

Results for O=S(=O)(c1cccc2cnccc12)N1CCCNCC1 ?
MRP reversal: 12; MRP reversal cytotoxicity: 94; MRP reversal with doxorubicin: 83

This is a subset, so the mix of outcomes need not match the whole.
